# Cav3 T inh: inhibitors of human Cav3.2 T-type calcium channel; Cav3.2-expressing cells, Fluo-4 calcium fluorescence FDSS; stronger effect = lower value; B-score at 10 µM; 100,000 compounds, 4% hits; AID 449739;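 active = single-dose well whose peak fluorescence ratio is a statistical outlier from its plate by either plate-standardised score or position-corrected B-score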
# Target sequence (O95180 whole entry, looked up): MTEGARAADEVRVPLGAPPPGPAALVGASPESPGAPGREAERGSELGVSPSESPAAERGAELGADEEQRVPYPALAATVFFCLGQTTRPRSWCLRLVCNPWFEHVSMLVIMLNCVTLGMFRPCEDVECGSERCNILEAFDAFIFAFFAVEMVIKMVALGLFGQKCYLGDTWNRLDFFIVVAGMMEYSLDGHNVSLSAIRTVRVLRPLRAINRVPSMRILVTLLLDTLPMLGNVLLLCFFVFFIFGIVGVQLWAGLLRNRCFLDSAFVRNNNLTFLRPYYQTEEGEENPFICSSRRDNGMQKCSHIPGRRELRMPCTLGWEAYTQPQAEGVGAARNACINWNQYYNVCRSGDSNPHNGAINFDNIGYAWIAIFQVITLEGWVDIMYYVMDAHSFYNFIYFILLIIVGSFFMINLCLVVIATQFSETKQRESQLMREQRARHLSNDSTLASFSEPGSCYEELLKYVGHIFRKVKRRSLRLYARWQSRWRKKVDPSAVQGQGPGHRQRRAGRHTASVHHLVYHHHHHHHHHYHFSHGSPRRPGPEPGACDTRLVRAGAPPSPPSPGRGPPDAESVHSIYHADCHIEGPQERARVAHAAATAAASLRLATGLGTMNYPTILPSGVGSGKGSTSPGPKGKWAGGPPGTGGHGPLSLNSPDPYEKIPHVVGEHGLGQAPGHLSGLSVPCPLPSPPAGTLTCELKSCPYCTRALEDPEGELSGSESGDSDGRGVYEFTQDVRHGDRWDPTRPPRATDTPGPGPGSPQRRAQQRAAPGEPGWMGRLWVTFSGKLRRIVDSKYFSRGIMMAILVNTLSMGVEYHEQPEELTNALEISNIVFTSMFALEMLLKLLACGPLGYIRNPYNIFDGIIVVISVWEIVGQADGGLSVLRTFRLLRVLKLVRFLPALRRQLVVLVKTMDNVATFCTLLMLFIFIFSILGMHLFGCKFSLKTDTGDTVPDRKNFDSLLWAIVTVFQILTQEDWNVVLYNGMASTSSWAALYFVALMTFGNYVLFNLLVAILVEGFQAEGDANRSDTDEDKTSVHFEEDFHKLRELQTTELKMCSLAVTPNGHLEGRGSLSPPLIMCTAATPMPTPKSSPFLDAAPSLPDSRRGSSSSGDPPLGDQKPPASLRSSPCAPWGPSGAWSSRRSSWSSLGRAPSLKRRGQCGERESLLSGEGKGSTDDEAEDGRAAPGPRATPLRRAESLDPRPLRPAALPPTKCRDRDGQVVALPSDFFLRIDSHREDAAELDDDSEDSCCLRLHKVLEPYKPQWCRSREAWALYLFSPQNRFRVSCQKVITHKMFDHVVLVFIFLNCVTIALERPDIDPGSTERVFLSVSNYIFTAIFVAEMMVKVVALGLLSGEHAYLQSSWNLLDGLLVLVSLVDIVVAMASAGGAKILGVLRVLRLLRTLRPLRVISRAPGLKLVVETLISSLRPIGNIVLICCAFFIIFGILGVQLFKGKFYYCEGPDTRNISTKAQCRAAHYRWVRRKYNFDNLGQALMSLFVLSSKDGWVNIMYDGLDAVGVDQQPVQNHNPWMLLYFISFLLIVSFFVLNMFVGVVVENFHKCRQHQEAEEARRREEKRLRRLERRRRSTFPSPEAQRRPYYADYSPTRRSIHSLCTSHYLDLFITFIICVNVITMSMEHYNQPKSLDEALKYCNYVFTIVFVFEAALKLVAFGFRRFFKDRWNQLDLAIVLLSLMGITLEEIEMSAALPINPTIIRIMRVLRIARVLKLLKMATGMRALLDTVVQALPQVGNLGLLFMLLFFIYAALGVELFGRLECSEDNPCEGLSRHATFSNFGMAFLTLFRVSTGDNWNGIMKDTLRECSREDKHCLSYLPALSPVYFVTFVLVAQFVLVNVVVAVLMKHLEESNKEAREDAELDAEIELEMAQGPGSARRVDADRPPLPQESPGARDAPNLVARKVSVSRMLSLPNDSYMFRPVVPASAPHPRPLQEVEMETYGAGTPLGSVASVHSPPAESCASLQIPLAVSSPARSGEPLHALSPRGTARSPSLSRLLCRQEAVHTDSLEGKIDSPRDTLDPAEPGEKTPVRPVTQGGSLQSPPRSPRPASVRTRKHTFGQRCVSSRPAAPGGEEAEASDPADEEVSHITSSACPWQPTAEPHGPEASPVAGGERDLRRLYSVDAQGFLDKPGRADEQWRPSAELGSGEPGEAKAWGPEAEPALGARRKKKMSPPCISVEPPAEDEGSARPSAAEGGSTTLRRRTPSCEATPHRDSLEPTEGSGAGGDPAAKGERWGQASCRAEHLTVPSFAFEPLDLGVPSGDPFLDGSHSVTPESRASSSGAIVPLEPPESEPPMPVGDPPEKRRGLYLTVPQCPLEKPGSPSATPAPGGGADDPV
# * = called active by the depositor.
SMILES,Cav3 T inh
CCCCC(=O)N1C/C=C\C(c2ccc(OC)cc2)N(Cc2ccc(F)cc2)C(=O)C1 (stereo not given),-0.0753
CC1=C(C(=O)NCc2ccccc2)C(c2cccs2)n2ncnc2N1 (stereo not given),-1.43
Cc1nc(CCNS(=O)(=O)c2cccs2)cs1,-0.0511
Cc1cccc2c(=O)n3c(nc12)CCCCC3,-0.623
O=C(NC12CC3CC(CC(C3)C1)C2)c1ccc(COc2ccc(Cl)cc2[N+](=O)[O-])o1,-2.03
NCCn1c(-c2ccccc2)cc(C(=O)O)c1-c1ccccc1F,0.224
CCOC(=O)c1c(C)oc2cc(Br)c(OC(C)C(=O)OCC)cc12 (stereo not given),-1.47
COc1ccc(C(C)=O)c(Oc2nc(CN3CCOCC3)nc3scc(-c4cccs4)c23)c1,-1.89
Cc1[nH]nc2c1C(C1CC=CCC1)C(C#N)=C(N)O2 (stereo not given),-0.0451
CCc1ccc(-c2cn3nc(C)c(C)nc3n2)cc1,-2.65
O=C(O)CC(c1cccc2ccccc12)n1cccc1 (stereo not given),-0.807
O=C(c1ccoc1)N1CCC2(CC1)Oc1ccc(F)cc1C(=O)C21CC(c2ccccc2)=NO1 (stereo not given),-0.965
Cc1ccc2c(c1)[nH]c1c(=O)n(CCN3CCNCC3)cnc12,0.014
O=C1c2ccccc2NC(c2ccco2)N1O (stereo not given),-0.911
O=S(=O)(Cc1ccccc1)N1CCCC(c2nc(-c3ccc(F)cc3)no2)C1 (stereo not given),0.0369
O=C(C1CCCN(Cc2ccccc2Br)C1)N1CCCCC1 (stereo not given),0.439
CCOC(=O)C1=C(C)N(C)C(C)=C(C(=O)OCC)C1c1ccc(C(=O)OC)cc1,-7.01*
CCc1ccc(NSc2ccccc2[N+](=O)[O-])cc1,-0.888
COc1ccc(-c2nnc3ccc(SC(C(C)=O)C(C)=O)nn23)cc1OC,0.641
c1cnc(N2CC[N+]3(CCCC3)CC2)nc1,-0.165
CC(C)NC(=O)c1ccc(COCC(F)(F)C(F)F)cc1,0.377
N#Cc1ccc(N=c2ssnc2Cl)cc1,-1.16
O=C(O)c1ccc(S(=O)(=O)NC2CCCc3ccccc32)cc1 (stereo not given),-1.89
COc1ccc(NC(=O)CCOc2ccccc2)c(OC)c1,0.496
COC(=O)Cc1c(C)c2ccc(OCc3nn[nH]n3)c(C)c2oc1=O,0.187

# Given with tabs: part of the list above.
smiles	Cav3 T inh
O=C(O)CC(c1cccc2ccccc12)n1cccc1 (stereo not given)	-0.807
O=C(c1ccoc1)N1CCC2(CC1)Oc1ccc(F)cc1C(=O)C21CC(c2ccccc2)=NO1 (stereo not given)	-0.965
Cc1ccc2c(c1)[nH]c1c(=O)n(CCN3CCNCC3)cnc12	0.014
O=C1c2ccccc2NC(c2ccco2)N1O (stereo not given)	-0.911
O=S(=O)(Cc1ccccc1)N1CCCC(c2nc(-c3ccc(F)cc3)no2)C1 (stereo not given)	0.0369
O=C(C1CCCN(Cc2ccccc2Br)C1)N1CCCCC1 (stereo not given)	0.439
CCOC(=O)C1=C(C)N(C)C(C)=C(C(=O)OCC)C1c1ccc(C(=O)OC)cc1	-7.01*

# More entries follow:
SMILES,Cav3 T inh
FC(F)(F)c1cc(-c2ccccc2)nc(N2CCOCC2)n1,0.042
COc1ccc(CCN(Cc2cc3cc(C)c(C)cc3nc2Cl)C(=O)C2CC2)cc1,-2.64
Cn1c(=O)c2c(nc(SCC(=O)Nc3ccccc3)n2C)n(C)c1=O,0.241
CCOc1cc(C2c3c(n[nH]c3C)C(=O)N2c2ccc(C)cc2)ccc1O (stereo not given),0.964
CCc1ccc(-c2nc(CS(=O)CC(=O)NCc3cccnc3)c(C)o2)cc1 (stereo not given),0.574
COC(=O)CN(c1cc(OC)ccc1OC)S(=O)(=O)c1ccc(OC)c(OC)c1,0.651
COCCCNC(=O)C1CCN(C(=O)c2cc3sccc3n2Cc2ccc(F)cc2)CC1,0.564
Cc1ccc2[nH]c(=O)c(C(c3nnnn3CC3CCCO3)N3CCOCC3)cc2c1 (stereo not given),0.306
Cn1nc(-c2ccccc2)c(CSc2ccccc2Cl)c1Cl,-0.875
COc1ccc(CCn2c(C)cc3c(c2=O)C(c2ccc4c(c2)OCO4)C(C#N)=C(N)O3)cc1OC (stereo not given),1.02
Cc1ccccc1Cn1c(=O)c2c(nc3n2CCCN3Cc2ccccc2)n(C)c1=O,-3.76
O=C(CSc1nncs1)NCc1ccc2c(c1)OCO2,0.304
CN1CCC2(CC1)Nc1nc(SCc3ccc(Cl)cc3)nn1C1=C2CN(C)CC1,-0.687
CN1c2ccccc2C(C)(C)C12CC(CCl)=NO2 (stereo not given),0.527
CN1CCN(C2=Cc3ccccc3Sc3cc(F)ccc32)CC1,0.918
CC1(C)Cc2c(c(=S)nc(-c3ccccc3)n2CCCN2CCOCC2)CO1,0.355
CC(=O)[C@@H]1[C@@H]2C(=O)N(Cc3ccccc3)C(=O)[C@@H]2C2c3ccccc3C=CN21 (stereo not given in full),-1.82
O=C(c1cnn2ccccc12)N1CCN(C2CCCCC2)CC1,0.673
Cc1ccc(OCc2nnc(SCc3nc4ccccc4[nH]3)n2Cc2ccco2)cc1,-8.45*
O=C1C=C(NCc2ccncc2)CC(c2ccccc2)C1 (stereo not given),-0.102
CN(NC(=O)c1ccc(Cl)cc1)c1cccc(Cl)n1,-0.0202
O=C(O)C1CSC(c2ccccc2)N1C(=O)c1ccco1 (stereo not given),-0.0307
CCOc1ccc(CNC(=O)NS(=O)(=O)c2ccc(OC)cc2)cc1,-2.23
CCN(CC)c1cc(C)c2cc(NC(=O)CNC(C)=O)ccc2n1,0.832
CN(C)C(=O)CSc1nnc(Cc2ccccc2)n1Cc1ccco1,-0.0769

# Some of the entries so far, as labelled records.
molecule: Cc1ccc(OCc2nnc(SCc3nc4ccccc4[nH]3)n2Cc2ccco2)cc1
  Cav3 T inh = -8.45*

molecule: O=C1C=C(NCc2ccncc2)CC(c2ccccc2)C1 (stereo not given)
  Cav3 T inh = -0.102

molecule: CN(NC(=O)c1ccc(Cl)cc1)c1cccc(Cl)n1
  Cav3 T inh = -0.0202

molecule: O=C(O)C1CSC(c2ccccc2)N1C(=O)c1ccco1 (stereo not given)
  Cav3 T inh = -0.0307

# (listing goes on)
SMILES,Cav3 T inh
CCN(CC)c1ccc(-n2c(C)cc(C=O)c2C)cc1,-3.35
COc1ccccc1NC(=O)CC(NCCN(C)C)C(=O)O (stereo not given),-0.277
COC(C[C@@H]1O[C@@H]1[C@@H](O)[C@@H](C)OCc1ccccc1)OC,1.59
COc1ccc(OC)c(-n2cc3c(=O)n(C)c(=O)n(C)c3c2)c1,-2.91
COc1ccc2oc(C)c(C(=O)Cn3ccnc3)c2c1,0.731
COCCn1c(=O)[nH]c2cc(C(=O)NCCc3ccc(OC)c(OC)c3)ccc2c1=O,1.02
CCOC(=O)c1sc(=S)n(-c2ccccc2Cl)c1SC,-1.9
CCOC(=O)c1c(NC(=O)c2ccco2)sc(C(=O)N2CCCC2)c1C,0.0466
O=C1c2ccccc2NC(c2ccncc2)N1c1ccccn1 (stereo not given),0.96
Cc1sc(NC(=O)CSc2nnc(-c3ccccc3)o2)c(C#N)c1C,3.23
COCCn1c(=NC(=O)CSC(C)=O)sc2cc(F)ccc21,-8.7*
CC(C)OC(=O)CSc1nc2ncccc2[nH]1,-0.53
Cc1[nH]n(-c2ccccc2)c(=O)c1-c1ccc(Cl)cc1,-0.0319
COc1cc(CNCc2ccc(OC)c(OC)c2OC)cc(OC)c1,1.05
CCCc1cc(C(=O)Nc2ccccc2C(=O)OC)no1,0.395
CCOC(=O)c1nnc(-c2cccs2)nc1Oc1ccccc1C(=O)OC,-0.774
Cc1ccc(C2C(C#N)=C(N)SC(N)=C2C#N)o1,-0.439
CCOC(=O)COc1ccc(S(=O)(=O)NCc2ccco2)cc1,0.0934
COc1cc2oc3ccccc3c2cc1N(CC(=O)N1CCCCC1)S(=O)(=O)c1ccc(C)cc1,-0.489
COc1ccc(CNC(=O)Nc2ccc([N+](=O)[O-])cc2)cc1,-0.0899
CC(=O)COC(=O)CNC(=O)c1ccc(Br)cc1,0.488
Cc1ccn2c(NC3CCCCC3)c(C(C)C)nc2c1,-1.41
COC(=O)c1ccc(C(=O)OCc2nc3cc4ccccc4cc3[nH]2)cc1,-0.00055
COc1ccccc1CC(=O)NCCc1ccc(S(N)(=O)=O)cc1,-0.976
CCNC(=O)NC(=O)C(C)Sc1ccc2c(c1)OCCO2 (stereo not given),0.157
# Going on with the list.
SMILES,Cav3 T inh
COc1ccc(OC)c(S(=O)(=O)Nc2cccc(F)c2)c1,-0.424
CCCS(=O)(=O)N1CCC(C(=O)NCCCN2CCC(Cc3ccccc3)CC2)CC1,1.56
CCC(=O)Nc1ccc(NC(=O)c2cc3ccccc3o2)cc1,1.62
O=C(CC(=O)Nc1ccccn1)Nc1ccccn1,-0.0718
Cc1ccc(C)c(NC(=S)N(CCc2nc3cc(C)c(C)cc3[nH]2)Cc2cccnc2)c1,-1.16
Cc1cc(NC(=O)CSc2ccccc2)no1,0.238
CS(=O)(=O)N1CCN(c2nnc(-c3ccccc3)c3ccccc23)CC1,0.0262
COc1cc(NC(=O)c2nccnc2N)cc(C(=O)Nc2cccc(C(F)(F)F)c2)c1,-0.194
Cc1cc2cc(C)c3nnc(SCC(=O)NCc4ccco4)n3c2cc1C,0.0783
CC(=O)Nc1cccc(NC(=O)c2c(-c3ccccc3Cl)noc2C)c1,0.199
c1ccc2c(c1)nc(CN1CCOCC1)n1c3ccccc3nc21,1.8
CCCCCc1cc(=O)oc2c(C(CCN3CCN(c4ccccc4)CC3)c3ccc4c(c3)OCO4)c(OC)cc(OC)c12 (stereo not given),1.52
O=C(Cc1nc2ccccc2s1)c1ccc(O)cc1O,-0.117
COCCNC(=O)CSc1nc2cc(OC)c(OC)cc2c(=O)n1Cc1ccc(OC)cc1,0.654
O=C(CSc1nc(-c2ccc(F)cc2)cc(C(F)(F)F)n1)NCc1ccco1,-0.789
CCN(c1ccccc1)S(=O)(=O)c1ccc(Oc2ccc(-n3ccnc3)cc2)nc1,-1.64
CCOC(=O)c1c(NC(=O)c2ccco2)sc2c1CCCC2,-0.0523
COc1ccc(N(C)S(=O)(=O)c2ccc3c(c2)CCC(=O)N3)cc1,0.577
COc1ccccc1CNc1nc2nc(C)cc(=O)n2[nH]1,-0.464
Cc1ccc(NC(=O)Nc2ccccc2C(=O)NCc2ccccc2)cc1,-0.028
c1ccc(-c2nnc(CSc3nc4ccccc4[nH]3)o2)cc1,0.235
O=C(Nc1cccc(F)c1)c1ccc2c(c1)OCO2,0.299
CCOC(=O)c1cnc2ccc(OCC)cc2c1N1CCN(c2ccccc2OC)CC1,-0.64
CCCc1c(C)c(C#N)c2nc3ccccc3n2c1NCCCN1CCOCC1,0.775
COc1ccc(OC)c(NC(=O)CSc2nc3ccccc3c(=O)n2CCNC(C)=O)c1,3.59*
# Other compounds.
SMILES,Cav3 T inh
O=C(Cc1cn2ccsc2n1)Nc1cccc2cnccc12,-0.0929
COc1ccc(NC(=O)CN2CCC(C(N)=O)CC2)cc1,0.437
O=C(COC(=O)c1cccnc1)c1ccc(Cl)c(Cl)c1,-1.39
COc1cccc(C(=O)Nc2cc(NC(=O)c3ccco3)ccc2OC)c1,-0.142
COC/C=C/C1=CC2=CC(=O)C(C)(O)C(=O)C2=CO1 (stereo not given),0.612
O=C1CC(=C2c3ccccc3-c3ccccc32)C(=O)N1CCN1CCN(c2ccccc2)CC1,0.00616
CCOC(=O)CSc1nnc(CNc2nc(-c3ccccc3)cs2)n1C,0.847
COc1ccc(CCNC(=O)C2CC(c3ccc([N+](=O)[O-])cc3)=NO2)cc1 (stereo not given),0.445
C=CCc1c(C)nc(SC)nc1Nc1ccc(C(C)=O)cc1,0.0881
CCCCCCC(=O)c1c(C)[nH]c(C(=O)OCC)c1C,-2.16
CCOc1ccc(C2C(C(=O)c3ccco3)=C(O)C(=O)N2Cc2cccnc2)cc1 (stereo not given),-0.519
O=C(CCSc1ccc(Cl)cc1)c1cccs1,0.47
O=C(Nc1ccc(F)cc1)c1cnc(-c2ccccc2)nc1-c1ccccc1,0.424
COc1cccc(C(=O)Nc2ccc(NC(=O)C3CC3)cn2)c1,1.04
COC(=O)c1ccccc1NC(=O)CC#N,-0.225
COc1ccc(-c2c([C@H]3[C@@H]4C=CCC[C@@]4(C)C(=O)N3Cc3ccccc3)ccc3ccccc23)cc1OC,-0.878
O=C(N/N=C/C(Cl)=C/c1ccccc1)c1cnccn1,-0.0245
COC(=O)c1nonc1NCn1nnc2ccccc21,1.37
N#CC1=C(N)N(c2ccccc2)C2=C(C(=O)CCC2)C1c1ccsc1 (stereo not given),3.48
CC(=O)C1=C(C)OC(N)=C(C#N)C1c1ccncc1 (stereo not given),0.00616
Cc1nc(-c2ccc(O)c(O)c2)cs1,0.221
CCCCCC1CC(CC(=O)O)C(=O)O1 (stereo not given),-0.0781
O=C(O)CC1SC(=Nc2cccc(C(F)(F)F)c2)NC1=O (stereo not given),-0.0225
Cc1cc(C)cc(N2C(=O)CC(n3ccnc3)C2=O)c1 (stereo not given),-0.527
COC(=O)[C@@H](NC(=O)NCc1ccccc1F)C(C)C,-0.0418

# Reprinted from the part before: two entries; new compounds follow.
SMILES,Cav3 T inh
Cc1cc(C)cc(N2C(=O)CC(n3ccnc3)C2=O)c1 (stereo not given),-0.527
COC(=O)[C@@H](NC(=O)NCc1ccccc1F)C(C)C,-0.0418
OC(COCc1ccccc1)CN1CCCC1 (stereo not given),0.358
COc1cc(N)n(S(=O)(=O)c2ccc(C)cc2)n1,0.333
CCOC(=O)Nc1cccc(NC(=O)c2cc(OC)cc(OC)c2)c1,-0.397
COc1ccc(F)cc1S(=O)(=O)Nc1ccc(C)cc1,-0.0197
CC[C@H](CO)NCCN[C@H](CC)CO,0.209
CCOc1ccccc1Oc1c(C)oc2cc(OC(=O)N3CCOCC3)ccc2c1=O,0.00125
COC(=O)C1=C[C@@H](C(=O)OC)[C@@H]2C3=C(C(=O)[C@]2(CC(C)C)NC(=O)c2ccccc2)[C@H](C)n2c(=O)n(-c4ccccc4)c(=O)n2[C@@H]3C1,-0.246
CC1(C)CC(=O)c2cnc(N3CCc4ccccc4C3)nc2C1,-0.948
O=C(COc1ccccc1)Nc1nonc1NC(=O)COc1ccccc1,0.214
Oc1ccc2ccccc2c1C=NCc1cn2ccsc2n1,-0.0056
CCCCCCn1c(C(C)O)nc2ccccc21 (stereo not given),-2.81

# Not all compounds are listed; the hit share may differ from the screen's.
